CCT chaperon mod – modulators of cytosolic chaperonin (CCT/TRiC) activity. purified chaperonin ATPase assay, HTRF ADP detection, 30 min. activity change, % (test concentration not listed), hits read low. hit rate 0.3% among 360,000; in the data active = activity change below about -30%; note: % is set by controls: 0 for no effect and ±100 for the full control effect
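First, chaperonin was dispensed at 40 nM or 20 nM final depending on batch activity. Next, compounds were pinned at 76 uM and ATP added at 10 uM. After 30 min at 37 °C, ADP detection reagents ran 30 min at ambient temperature.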
IL2 activator – IL-2 activation | IL-2 activation reporter assay, cell-based qHTS; stimulated with anti-CD3/CD4/CD28 beads; in transgenic mouse T cells | activation, % (series mostly up to about 46 µM) | hit rate 0.065% among 360,000; in the data active = activation above about 50%; inconclusive = mostly about 30% to 49%; note: 0% is about no effect
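Quantitative HTS in unstimulated transgenic mouse T cells, with memory T cells as non-tolerant control and PMA/ionomycin as tolerance-bypass control. Compound pretreatment lasted 60 minutes before 18 h bead stimulation; EGFP/DsRed fluorescence read.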
PLK1 PBD inh – PLK1 (human) polo-box domain binding inhibition. Plk1 PBD binding of FITC phosphopeptide, fluorescence polarization. hit rate 2.8% among 360,000. AID 720504. Potency, µM, without a hit: max response, negative = inhibition, most hits filed as inhibitors; note: potency is the fitted concentration of half-maximal effect; series mostly up to about 57 µM; % is set by controls: 0 for no effect and ±100 for the full control effect; nearly all actives have a fitted effect of over 65% in size
Target sequence (P53350 whole entry, looked up, the tested form may be a part): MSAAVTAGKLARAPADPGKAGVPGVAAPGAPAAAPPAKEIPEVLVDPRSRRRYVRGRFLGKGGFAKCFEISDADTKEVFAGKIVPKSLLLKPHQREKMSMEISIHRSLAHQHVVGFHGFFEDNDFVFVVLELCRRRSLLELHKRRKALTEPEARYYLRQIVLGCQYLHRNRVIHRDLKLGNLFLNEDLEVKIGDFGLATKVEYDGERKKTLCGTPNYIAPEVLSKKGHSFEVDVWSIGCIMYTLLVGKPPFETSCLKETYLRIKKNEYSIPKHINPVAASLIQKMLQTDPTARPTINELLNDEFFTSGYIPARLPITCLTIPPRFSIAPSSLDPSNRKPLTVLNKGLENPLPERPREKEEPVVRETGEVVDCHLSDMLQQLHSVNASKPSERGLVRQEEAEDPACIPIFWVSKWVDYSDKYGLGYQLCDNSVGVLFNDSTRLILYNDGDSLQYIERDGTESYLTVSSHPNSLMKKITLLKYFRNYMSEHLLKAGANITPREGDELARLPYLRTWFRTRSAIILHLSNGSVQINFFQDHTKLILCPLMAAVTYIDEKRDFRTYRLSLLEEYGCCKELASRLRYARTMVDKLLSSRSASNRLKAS
EPAC1 agonist – activates human EPAC1 exchange factor | O95398 | EPAC1 agonist qHTS, biochemical assay; response scale: 100% = response to 6.5 mM cAMP | Potency, µM (titrated, usually from 154 µM), without a hit: at the highest dose activation, hits mostly activators | hit rate 0.073% among 360,000 | AID 720707; note: potency is the fitted concentration of half-maximal effect; nearly all actives have a fitted effect of over 60% in size
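Fluorescent GDP-exchange assay: 100 nM EPAC1 with 250 nM Rap1B preloaded with BODIPY-GDP and 50 uM GDP; compounds tested as concentration series, 5 min at room temperature, then read every 5 min for 30 min (ex 480/em 540 nm); normalized to 6.5 mM cAMP.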
WRN inhibitor – inhibitors of human WRN helicase | Q14191 | WRN helicase unwinding, fluorescent forked duplex, kinetic | Potency, µM (doses to about 114 µM), for the others: at the highest dose activity change, negative = inhibition, most hits filed as inhibitors | hit rate 0.46% among 360,000; note: potency is the fitted concentration of half-maximal effect; % is set by controls: 0 for no effect and ±100 for the full control effect; nearly all actives have a fitted effect of over 55% in size
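Primary qHTS, 1536-well format. 20 nM WRN + compound, 15 min RT; start with 100 nM forked fluorophore/quencher duplex, 2 mM ATP (final); kinetic read ex 525/em 598 nm.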
EPAC1 antagonist – blocks human EPAC1 exchange factor. AID 720709. EPAC1 GEF assay, Rap1b-BODIPY-GDP exchange fluorescence. hit rate 0.14% among 360,000. Potency, µM (series often up to 115 µM), for inactives: top-dose activity change, negative = inhibition, most hits filed as inhibitors;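 note: potency is the fitted concentration of half-maximal effect; plate controls were vehicle for no effect and positive control for full effect; nearly all actives have a fitted effect of over 50% in size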
PI5P4K alpha inh – inhibitors of human PI5P4K alpha; PI5P4Kalpha enzyme, ADP-Glo luminescence, 60 min; stronger effect = lower value; max response, %; hit rate 1.2% among 330,000; active = max response of -50% or lower; inconclusive = between -30% and -50%; inactive = -30% or higher; note: value at the top dose of about 77 µM; % is set by controls: 0 for no effect and ±100 for the full control effect
Target sequence (P48426 whole entry, looked up): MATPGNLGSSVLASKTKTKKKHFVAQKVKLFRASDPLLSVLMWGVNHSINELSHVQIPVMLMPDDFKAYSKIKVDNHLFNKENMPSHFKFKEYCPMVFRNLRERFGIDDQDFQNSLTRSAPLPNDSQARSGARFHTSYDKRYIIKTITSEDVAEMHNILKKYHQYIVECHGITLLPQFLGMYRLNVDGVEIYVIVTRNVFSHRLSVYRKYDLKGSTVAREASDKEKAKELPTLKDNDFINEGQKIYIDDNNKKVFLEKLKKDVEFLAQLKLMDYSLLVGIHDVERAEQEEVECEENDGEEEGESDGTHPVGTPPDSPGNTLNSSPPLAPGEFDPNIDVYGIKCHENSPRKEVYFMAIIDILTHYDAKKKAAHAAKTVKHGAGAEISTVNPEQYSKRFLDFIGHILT
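PI5P4Kalpha ADP-Glo assay; 5 microM ATP final; 60 min RT reaction; HEPES pH 7.4/EGTA/CHAPS, 5% DMSO; controls lacking substrate or enzyme; luminescent end-point.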
EPAC2 agonist – activates human EPAC2 exchange factor. Q8WZA2. EPAC2 activation, biochemical qHTS; response scale: 100% = 6.5 mM cAMP response. Potency, µM (titrated, usually from 154 µM), inactives show at the highest dose activation, most hits filed as activators. hit rate 0.079% among 360,000. AID 720711; note: potency is the fitted concentration of half-maximal effect; nearly all actives have a fitted effect of over 50% in size
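qHTS, titration series. 100 nM EPAC2 / 250 nM Rap1B-BODIPY-GDP / 50 uM GDP; RT; ex 480/em 540 nm, 5-min reads to 30 min. Norm. to 6.5 mM cAMP = activation.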
Numbers without * were called inactive; ? = inconclusive; . = not tested or not shown; [ ] = remark or other dose. Unless noted, calls come from the whole dose curve; as a rule, active = well fitted curve in the direction sought with a large enough effect; inconclusive = small, poorly fitted or top-dose-only effect, or another doubt; inactive = no such curve, though single readings can be large; an effect the other way counts as inactive or inconclusive. Not all compounds are listed; rates above refer to the full screens.

nr	SMILES	CCT chaperon mod	IL2 activator	PLK1 PBD inh	EPAC1 agonist	WRN inhibitor	EPAC1 antagonist	PI5P4K alpha inh	EPAC2 agonist
1	CC1=NN(c2nc(-c3ccc(C)cc3)cs2)C(=O)C1N=Nc1cccc(O)c1 (configuration not stated)	0.9	-0.1	4.7µM*	9%	-33%	?	-71*	5%
2	C[C@@]12C(=O)Nc3ccc(Br)cc3C(=O)N1[C@H]1c3ccccc3OC[C@@H]1[C@@H]2c1ccccc1	1.1	-0.2	3%	5%	-9%	-2%	10	7%
3	O=C(/C=C/c1ccc(Cl)cc1Cl)NC(=S)Nc1ccc(CN2CCOCC2)cc1	-3.5	0.8	-14%	12%	12%	2%	0	-5%
4	CCCCn1c(SCC(=O)NCc2ccco2)nc2ccc(N3CCOCC3)cc2c1=O	-3.0	-0.5	-15%	-3%	-23%	0%	.	-8%
5	COCCCNS(=O)(=O)c1ccc(SC)cc1	-1.7	-0.6	-20%	3%	-23%	1%	2	5%
6	Cc1cc(-c2csc(NCc3ccccc3)n2)c(C)n1C	0.7	-0.1	-12%	-10%	-8%	11%	-55*	-5%
7	CC1CCN(C(=O)CN2C(=O)NC(c3ccccc3)(c3ccccc3)C2=O)CC1	-1.2	0.7	-2%	-8%	-10%	-11%	-4	4%
8	OCC(O)/C=N/Nc1nc2ccccc2s1 (configuration not stated)	-0.2	-2.3	-3%	-8%	-3%	-7%	4	-1%
9	COC(=O)c1cccc(S(=O)(=O)N2CCC(c3nc4ccccc4o3)CC2)c1	0.1	-1.5	1%	4%	-4%	8%	.	2%
10	CN(CC(=O)Nc1ccc(Cl)c(C(F)(F)F)c1)C(=O)C1CC(=O)N(C2CCCC2)C1 (configuration not stated)	0.2	-0.4	4%	-7%	-5%	-10%	16	-2%
11	CCc1ccc(N(CC(=O)NC(C)(C)C)C(=O)CCC(=O)Nc2ccccn2)cc1	1.1	0.9	3%	-1%	4%	7%	-2	-2%
12	Cc1c(NC(=O)c2ccc(N3CCCC3)c([N+](=O)[O-])c2)cccc1-c1nc2ccccc2s1	-0.4	-1.0	-6%	9%	1%[11.6 µM]	5%	.	16%
13	COc1ccc(CNC(=O)c2ccc3c(c2)N(C)CCS3)cc1	-1.0	-1.5	-4%	-3%	2%	8%	3	9%
14	CC(=O)C[C@H]1c2cc(C(F)(F)F)ccc2S(=O)(=O)N1c1ccccc1	0.9	-0.1	-2%	-13%	0%	4%	0	6%
15	Nc1nonc1/C(=N/O)N1CCN(CCO)CC1	2.2	-0.1	-20%	-6%	2%	6%	0	1%
16	C=CCOc1ccc(C=Nc2ccc(C)c(Cl)c2)c(O)c1	0.1	0.8	1%	7%	-2%	-10%	2	3%
17	CCOc1ccc(CNC(=O)c2ccc3nc(N4CCOCC4)sc3c2)cc1	1.3	-1.6	-4%	0%	-3%	-2%	5	-10%
18	Cc1oc2ccccc2c1CC(=O)NCCCN(C)C	-1.2	0.0	-5%	-11%	-2%	-8%	-2	10%
19	COc1cc(C(CC(=O)N2CCCC2)c2c(OC)cc(OC)c3ccc(=O)oc23)cc(OC)c1OC (configuration not stated)	1.3	-0.3	-15%	-31%[inhibitor]	1%[11.6 µM]	4%	1	-18%
20	CCC(C)(C)NC(=S)Nc1ccccc1C	-2.9	1.2	-4%	7%	1%	5%	1	10%
21	CCCN(CC(=O)Nc1ccccc1C)C(=O)c1ccc2c(c1)S(=O)(=O)N=C1CCCCCN12	-1.5	0.5	-14%	9%	-2%	-6%	-3	9%
22	COc1ccccc1OC(=O)c1ccc(SC)cc1OC	1.1	0.6	-27%	9%	4%[57.1 µM]	-14%	0	17%
23	COc1ccc(OC)c(NC(=S)NCC(c2cccnc2)N2CCOCC2)c1 (configuration not stated)	-0.3	-2.2	15µM*	-1%	3%	0%	-5	4%
24	O=C(Cc1ccc(Br)c2ccccc12)N/N=C/c1ccccn1	0.5	1.1	-16%	14%	-30%[57.1 µM]	?	0	7%
25	CCCNS(=O)(=O)c1cccc(C(=O)NC2CCCc3ccccc32)c1 (configuration not stated)	2.1	-0.7	1%	-10%	-21%	-16%	5	5%
26	O=C(NCCCN1CCN(Cc2ccccc2)CC1)C1CCN(S(=O)(=O)N2CCCC2)CC1	-1.9	-0.4	-3%	11%	-10%	4%	.	6%
27	CCCn1nnc(NC(=O)c2sc3ccccc3c2Cl)n1	0.9	-1.0	-13%	9%	-24%	-9%	.	-5%
28	COc1ccc(-c2nn(-c3ccccc3)cc2/C=N/N2C(=O)CSC2=S)cc1	-2.6	3.4	-6%	4%	-5%	8%	.	6%
29	CCOC(=O)C(Cc1nc(OCc2ccccc2)cc(OCc2ccccc2)n1)=NO	-4.8	-6.9	3%	3%	-11%	-7%	2	10%
30	Cc1ccc(S(=O)(=O)N2CCN(C(=O)c3ccc4ccccc4n3)CC2)c(C)c1	-1.8	-2.5	-4%	8%	-4%	2%	-10	0%
31	COCOCCn1cc(CN2CCS(=O)(=O)N(Cc3ccc(-c4ccc(OC)cc4)cc3)C(CC(C)C)C2=O)nn1 (configuration not stated)	1.1	-2.9	-17%	-5%	-8%	-23%	16	6%
32	CSc1nnc2c(n1)OC(c1ccccn1)N(C(C)=O)c1ccccc1-2 (configuration not stated)	1.9	1.6	-5%	-10%	7%	0%	0	-2%
33	COc1ccc(CNc2nc3ccccc3s2)cc1OC	-3.3	-3.2	-9%	-14%	7%	-4%	-8	6%
34	O=C(c1cc(S(=O)(=O)N2CCN(c3ccccc3)CC2)ccc1Cl)N1CCCCCCC1	-2.5	-0.9	-7%	13%	-32%	3%	5	11%
35	O=C(Nc1ccccc1)N1CCCC(c2nc(-c3ccc(F)cc3)no2)C1 (configuration not stated)	0.6	-0.4	-4%	1%	5%	7%	10	-8%
36	COc1ccc(-c2nn(-c3ccccc3)cc2C(N)=O)cc1OC	-5.1	-0.2	-8%	6%	2%	15%	0	4%
37	O=C(NC(=S)Nc1ccc(S(=O)(=O)Nc2ncccn2)cc1)c1ccc(Br)cc1	3.3	1.1	11µM*	-10%	9%	-4%	-9	3%
38	COc1ccccc1OCC(=O)OC/C(O)=C(\C#N)c1nc2ccccc2[nH]1	0.8	-5.3	6%	3%	10%	-8%	-4	7%
39	COc1ccc(CNC(=O)C2CC(c3ccccc3C(F)(F)F)=NO2)cc1 (configuration not stated)	0.3	-0.1	9%	-2%	-9%	-5%	-3	2%
40	Cn1nc(-c2ccc(C(=O)Nc3cccnc3)cc2)c2ccccc2c1=O	-0.2	-4.2	-3%	-2%	3%	13%	-3	-9%
41	O=C(COC(=O)c1ccc2c(c1)OCCO2)Nc1cc(S(=O)(=O)N2CCOCC2)ccc1Cl	-0.8	0.1	-5%	8%	8%	22%	0	3%
42	CC(C)N=c1c([N+](=O)[O-])nn(C)n1O	-5.4	0.2	-15%	2%	-11%	21%	5	7%
43	Cc1cccc(NC(=O)CSc2nnc(NC(=O)c3ccco3)s2)c1	1.4	0.2	-10%	-12%	-9%	-23%	-17	-2%
44	Cc1ccc(S(=O)(=O)N2CCOCC2)cc1NC(=O)C(c1ccc(Cl)cc1)C(C)C (configuration not stated)	0.6	-4.0	-9%	10%	-6%	-30%	5	11%
45	CC(=O)c1c(O)cc(C)n(Nc2nc(C)cc(C)n2)c1=O	-1.4	-1.0	-5%	1%	14%	2%	.	-2%
46	O=S(=O)(O)c1ccc(N=NNc2ccc(Br)cc2)cc1	-3.9	-1.6	-5%	-10%	-15%	-8%	?	-4%
47	Cc1cc(C)c2c(=O)n(CC(=O)NC3CCCC3)sc2n1	-2.7	-3.8	1.9µM*	-3%	2%	2%	-64*	-7%
48	COc1ccccc1NC(=O)CN(Cc1ccco1)C(=O)c1cncc(Br)c1	0.3	0.3	0%	-5%	8%	9%	1	3%
49	CC(C)CCNC(=O)C(C)N(Cc1ccc(F)cc1)C(=O)c1ccc(CN2CCOCC2)o1 (configuration not stated)	2.2	-1.8	-1%	5%	1%	10%	1	2%
50	CC1CC(C)CN(C(=O)Cn2nnc(-c3ccccc3)n2)C1 (configuration not stated)	3.1	-0.4	-5%	-5%	11%	-2%	0	8%

Going on with the list:
nr	SMILES	CCT chaperon mod	IL2 activator	PLK1 PBD inh	EPAC1 agonist	WRN inhibitor	EPAC1 antagonist	PI5P4K alpha inh	EPAC2 agonist
51	O=C(NCCc1csc(-c2ccccc2)n1)c1c(F)cccc1F	0.8	-2.1	-3%	-8%	13%	16%	-8	2%
52	CCn1c(=O)n(CC(=O)N(C)Cc2ccccc2)c(=O)c2ccccc21	0.3	-0.4	2%	0%	-14%	-1%	8	14%
53	CCOC(=O)/C(=C/C=C1\Sc2cc(OCC)c(OCC)cc2N1CC)C(C)=O	-0.8	-0.4	99%[activator]	?	-15%	34%[activator]	3	?
54	O=C(c1cnn2c(-c3ccccc3)cc(-c3ccccc3)nc12)N1CCN(Cc2ccccc2)CC1	-1.4	-0.2	-21%	7%	5%	-4%	0	20%
55	Cc1ccc(/C=C2/Sc3ccc(C(=O)NCCN4CCOCC4)cc3NC2=O)cc1	-1.2	0.9	8%	-7%	1%	7%	0	-3%
56	CCN(CC)C(=O)c1ccc(CS(=O)(=O)Cc2ccccc2)cc1	-1.4	-0.8	-4%	5%	5%	9%	0	4%
57	CN(c1ccccc1)S(=O)(=O)c1ccc(Cl)c(C(=O)Nc2ccc(N3CCOCC3)cc2)c1	0.5	-4.9	0%	-2%	-1%	1%	9	-13%
58	Cc1nc2ccccc2c(=O)n1-c1cccc(NC(=O)c2cccs2)c1	-1.1	1.5	-6%	1%	-5%	10%	6	7%

Screening results deposited in PubChem BioAssay by National Center for Advancing Translational Sciences (NCATS).
